Screening results deposited in PubChem by National Center for Advancing Translational Sciences (NCATS).
AMA1-RON2 inh: inhibitors of Plasmodium falciparum AMA1-RON2 interaction; Potency, µM (highest dose often 58.2 µM), for the others: top-dose activity change, negative = inhibition, hits mostly inhibitors; AlphaScreen AMA1-biotinylated RON2 peptide binding; actives 0.2% (n = 360,000); AID 720542; active means well fitted inhibition curve with a large enough effect; inconclusive means small, poorly fitted or top-dose-only effect; inactive means no such curve, though single readings can be large or run the other way;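 further: potency means the concentration at half of the fitted maximal effect; 0% = vehicle wells and -100% = peptide control; nearly all actives have a fitted effect of over 45% in size; some results filed as inactive show a strong effect at the top dose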
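AMA1 (3D7) with his tag at 25 nM final met compounds first, then biotinylated RON2 peptide at 25 nM; detection used donor plus acceptor beads, 10 µg/mL apiece, read by AlphaScreen after 30 min at room temperature.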
HCMV inh: blocks human cytomegalovirus replication; activity change, negative = inhibition, % at 57.5 µM; HFF cells, HCMV-luciferase reporter, 72 h; stronger effect = lower value; actives 4.5% (n = 410,000); in the data active means activity change below about -60%; inconclusive means no clear call, values can overlap the other calls; inactive means above about -39%
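HFF cells seeded 16 h at 37C, treated with compounds, infected with luciferase-reporter HCMV at MOI 1 PFU/cell; luciferase read at 72 h post infection, normalized to buffer-only and Salinomycin controls.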
* hit, by the source's call; ? = inconclusive; [ ] = dose if it differs, or a comment. Unless noted, on the % scale 0 is the no-effect control and ±100 the full control effect. A portion of the library. The share of hits here may be higher or lower than overall.

SMILES	AMA1-RON2 inh	HCMV inh
CC1(C(=O)NS(=O)(=O)Cc2cccc(Cl)c2)CCN1C(=O)c1cccc(F)c1 (stereo not given)	-3%	-7
CCOC(=O)C1Nc2ccccc2C2C(O)C(O)CC12 (stereo not given)	64%[activator]	?
CS(=O)(=O)c1ccc(Cl)c(NC(=O)c2ccc(-n3cncn3)c([N+](=O)[O-])c2)c1	-5%	?
CC1=C(C(=O)N(C)C)CC(CC(=O)NCCc2ccccn2)C(=O)N1CCC1=CCCCC1 (stereo not given)	14%	9
NN=C1C(=O)c2cccc3cccc1c23	-5%	54
COc1nnc(-c2ccc(N3CCCCC3)c(NC(=O)COc3ccccc3)c2)c2ccccc12	8%	-21
COC(=O)c1ccccc1CC1Cc2cc3c(cc2C1=O)CCC3 (stereo not given)	-2%	-7
CN(Cc1ccccc1)C(=O)C(=O)c1ccccc1	6%	-26
COc1ccc(-c2nc3c(C)cc(Br)cn3c2Cc2ccc(C)cc2)cc1OC	0%	30
O=C(c1ccc(-c2ccccc2)cc1)N1CCN(c2ccc3c(c2)C2CC3CCN2C(=O)OCc2ccccc2)CC1 (stereo not given)	-18%	-5
O=C(O)/C=C/C(=O)Nc1cccc2c1-c1ccccc1C2=O	-10%	-11
CCOC(=O)C1=C(c2ccccc2)N=c2sc(=Cc3cc(OC)c(OC)c(OC)c3)c(=O)n2C1c1cccs1 (stereo not given)	0%	-14
Cc1ccc(S(=O)(=O)n2nc(OC(=O)c3ccco3)cc2N)cc1	-1%	26
Cc1ccc(S(=O)(=O)N(C)C[C@@H]2OCc3cn(nn3)CCCC(=O)N([C@H](C)CO)C[C@H]2C)cc1	5%	-11
CC(=O)C1CCC2C3CC(O)C4CC(O)CCC4(C)C3CCC12C (stereo not given)	9%	17
O=C(/C=C/c1ccc(F)cc1)N1CCN(Cc2ccccc2)CC1	0%	58
COc1ccc(C(=O)NCC(C)NC(=O)c2ccc(OC)c(OC)c2)cc1OC (stereo not given)	4%	4
Cc1nc2ccccn2c(=O)c1NC(=O)c1ccc(Br)o1	13%	-16
Cc1ccc2nc(C3CCCCC3)c(Cc3ccccc3C(F)(F)F)n2c1	-26%	-70*
COc1ccc(NC(=O)C2CCOC2=O)cc1 (stereo not given)	3%	23
O=C(C1CCCCC1)N1CCC(c2nc3c(nnn3Cc3ccccc3Cl)c(=O)[nH]2)CC1	-12%	-27
CCCCCC(=O)N1C[C@@H](n2cc(C3CC3)nn2)[C@H](O)C[C@@H]1c1ccc(OC)cc1	3%	-21
O=C(Nc1ccc2c(c1)OCO2)c1cc(C2CCCCN2S(=O)(=O)c2ccccc2)on1 (stereo not given)	2%	-24
COc1ccc(C(=O)N2CCCC2(C)C(=O)NCC(C)C)cc1C(F)(F)F (stereo not given)	2%	-3
O=C(Nc1ccc2c(c1)OCCO2)C(C1CC1)n1c(=O)c(-c2cc3ccccc3[nH]2)nc2ccccc21 (stereo not given)	26%	28
CCOC1=C2[C@@H](CN(S(=O)(=O)c3ccc(C)cc3)[C@H]2c2cccc3ccccc23)[C@H]2C(=O)N(C)C(=O)[C@H]2C1	-6%	-11
CN(C(=O)c1cccc(NC(=O)Cc2ccc(NC(=O)C3CCN(C(=O)C4CCCCC4)CC3)cc2)c1)C1CC1	2%	16
OC(c1ccc(Cl)c(F)c1)c1ncc(-c2ccccc2Cl)[nH]1 (stereo not given)	-15%	-2
O=S(=O)(Nc1ccc(-c2ccccc2)cc1)c1ccccc1	7%	18
CC(=O)n1c(-c2ccccc2)c(-c2ccccc2)n(C)c1=O	-2%	205
CC1CC=C(O)C12OCC(C)(C)CO2 (stereo not given)	1%	-8
CC1=C(C(=O)N2CCCCCC2)CC(CC(=O)NCCc2ccccn2)C(=O)N1Cc1ccc(F)cc1 (stereo not given)	2%	8
Cc1ccccc1CN1[C@@H](C(C)C)COCCS1(=O)=O	0%	-3
CSc1ccc(CNC(=O)C2(C)CCCN(C(C)=O)C2)cc1 (stereo not given)	5%	-5
COc1nc(=O)n(C2C=CC(=O)O2)cc1F (stereo not given)	15%	57
CCOC(=O)C1=CCN(S(=O)(=O)c2ccccc2F)C1c1ccc(Cl)cc1 (stereo not given)	3%	-22
NC(=O)C1CC(=O)N(c2ccc(OCc3ccc(Cl)c(Cl)c3)cc2)C1 (stereo not given)	-4%	10
COc1cc(CNc2ncnc3c2ncn3[C@H]2CN(Cc3ccc(C(=O)O)cc3)C[C@@H](CO)O2)cc(OC)c1OC	6%	-10
COc1ccc(C(=O)OCC(O)COC(=O)c2ccc(OC)cc2)cc1	-12%	55
CCOC(=O)C1(C)CCCCCN1C(=O)c1ccc(OC)c(C(F)(F)F)c1 (stereo not given)	0%	1
C#Cc1ccc([C@@H]2C=C(C(=O)NC3CC3)O[C@H](OCc3ccc(CO)cc3)C2)cc1	1%	9
COc1ccc(CC(N)c2csc(Nc3ncccn3)n2)cc1 (stereo not given)	95%[activator]	?
CN1CCN(S(=O)(=O)c2cccc(C(=O)Nc3cccc([N+](=O)[O-])c3)c2)CC1	3%	9
O=C(O)C1(Nc2ccccc2)CCCC1	14%	16
Clc1cccc(-c2cccc3nccn23)c1Cl	4%	-79*
O=C(O)CSc1ccn(Cc2ccccc2)c1	-9%	?
FC(F)C(F)(F)Oc1cccc(Nc2nccn3c(-c4cccc5ccccc45)cnc23)c1	38%[activator]	3
O=C1NCN(c2ccccc2)C12CCN(C(c1nnnn1-c1ccc3c(c1)OCCO3)C1CC1)CC2 (stereo not given)	-21%	?
O=S1(=O)CC(N2CC=CC2)CN1C1CCCCC1 (stereo not given)	-1%	-2
Cc1ccc(S(=O)(=O)N2CCN(C(=O)CN3C(=O)NC(C)(c4ccc5ccccc5c4)C3=O)CC2)cc1 (stereo not given)	-1%[11.6 µM]	-29

(listing goes on)
SMILES	AMA1-RON2 inh	HCMV inh
Cc1cccc(C)c1Cn1c(C)c(C(=O)NCc2ccccc2C(F)(F)F)sc1=O	0%	?
COc1cccc(-c2ccc3c(c2)O[C@@H](CN(C)C(=O)C2CCOCC2)[C@H](C)CN([C@H](C)CO)S3(=O)=O)c1	-9%	-7
CNC(=O)C[C@@H]1CC[C@@H]2[C@H](COC[C@H](O)CN2S(=O)(=O)c2ccccc2Cl)O1	4%	24
CCC(c1nnnn1-c1ccc2c(c1)OCCO2)N1CCN(C(C)=O)CC1 (stereo not given)	2%	-13
CC(=O)N1CCN(C(c2ccccc2)c2nnnn2C(C)(C)C)CC1 (stereo not given)	4%	-7
C[C@H]1C(=O)N(C)CCN1C(=O)c1ccc(OC2CCN(CCc3ccccc3)CC2)cc1	18%	-30
CC1CN(Cc2ccccc2)C(=S)N(c2ccccc2)C1=O (stereo not given)	22%	-21
O=C(COC(=O)c1ccc(F)cc1F)Nc1ccc(S(=O)(=O)N2CCOCC2)cc1	0%	59
C[C@@H]1CN([C@@H](C)CO)C(=O)CCCn2cc(nn2)CO[C@H]1CN(C)C(=O)c1cc(-c2ccccc2)on1	19%	-12
c1ccc2c(c1)COc1c3ncccc3nn1-2	-2%	98
COc1ccc(C2=NOC(C)(c3nnc(-c4ccc(Cl)cc4)o3)C2)cc1 (stereo not given)	7%	-1
Cc1cc(=O)oc2cc(Oc3ccc([N+](=O)[O-])cc3C(F)(F)F)ccc12	-21%	-22
CCCn1cnnc1CNC(=O)[C@H]1O[C@@H](n2cnc3c(N)ncnc32)[C@H](O)[C@@H]1O	2%	27
COC(=O)[C@@]12C[C@@H](CC(=O)N3CCCC3)C(=O)N(CCc3ccc(OC)c(OC)c3)C1=CCC(C)(C)C2	-13%	-34
FC(F)(F)C(F)(F)c1nc2nc(Cl)c(Cl)nc2[nH]1	-8%	?
COc1cc(Nc2ncc3c(n2)CCN(C(=O)Nc2ccc(C(C)C)cc2)C3)cc(OC)c1OC	-6%	?
CC1(C(=O)NS(=O)(=O)c2ccc3c(c2)CCO3)CCN1C(=O)C1(c2ccc(Cl)cc2)CCC1 (stereo not given)	10%	-7
CCc1nc2c(OCc3ccc(Cl)cc3Cl)cccn2c1N(C)C(=O)CC(C)C	-4%	40
CC1(C(=O)NS(=O)(=O)c2ccc(Br)cc2)CCN1C(=O)c1cccc(F)c1 (stereo not given)	-2%	0
O=C(CNC(=O)c1ccccc1)Oc1cccc(Cl)c1	10%	32
CC1=C(C(=O)N2CCOCC2)CC(CC(=O)NCC2CCCCC2)C(=O)N1CCC1=CCCCC1 (stereo not given)	8%	7
CN1OC[C@@H]2CN[C@H](c3cccc(N4CCOCC4)c3)C[C@@H]21	14%	-6
COc1ccc(C(=O)c2[nH]c(N)c(C(=O)NCCc3c[nH]c4ccccc34)c2-c2c(F)cccc2Cl)cc1	25%	-1
C[C@H](CO)N1C[C@H](C)[C@@H](CN(C)Cc2ccccc2)OCCCC[C@H](C)Oc2ccc(N(C)C)cc2C1=O	-6%	16
CSc1cccc(NP2(=O)OCC(C)([N+](=O)[O-])CO2)c1 (stereo not given)	0%	-25

Some of the entries so far, field by field:
> CSc1ccc(CNC(=O)C2(C)CCCN(C(C)=O)C2)cc1 (stereo not given)
  AMA1-RON2 inh: 5% | HCMV inh: -5
> COc1nc(=O)n(C2C=CC(=O)O2)cc1F (stereo not given)
  AMA1-RON2 inh: 15% | HCMV inh: 57
> CCOC(=O)C1=CCN(S(=O)(=O)c2ccccc2F)C1c1ccc(Cl)cc1 (stereo not given)
  AMA1-RON2 inh: 3% | HCMV inh: -22
> NC(=O)C1CC(=O)N(c2ccc(OCc3ccc(Cl)c(Cl)c3)cc2)C1 (stereo not given)
  AMA1-RON2 inh: -4% | HCMV inh: 10

Next part:
SMILES	AMA1-RON2 inh	HCMV inh
O=S1(=O)CC(N2CCSCC2)CN1Cc1cn(Cc2ccccc2)nn1 (stereo not given)	5%	-7
C/C(=C\C(=O)c1ccc(Br)cc1)NNC(=O)c1ccccc1	20%	68
C[C@@H]1CN([C@H](C)CO)S(=O)(=O)c2ccc(Br)cc2O[C@H]1CN(C)C(=O)C1CC1	3%	2
CC1=C(C(=O)N(C)C)CC(CC(=O)NCc2cccs2)C(=O)N1CCCN1CCCC1=O (stereo not given)	-2%	-14
CC(=O)Nc1cccc(-c2nc3ccccc3n2C(C)C(=O)NC(C)(C)C)c1 (stereo not given)	0%	-22
O=C(OCc1cn([C@@H]2C[C@H](c3ccccc3)N(C(=O)C3CCCCC3)C[C@H]2O)nn1)c1ccccc1	-1%	22
Cc1ccc(S(=O)(=O)N2CCC(=O)N([C@H](COCc3ccccc3)C(C)C)CC2)cc1	-4%	6
CC(C)NC(=O)c1cc(-c2ccc(F)cc2OC(C)C)n[nH]1	-4%	-3
C=CCN(CC=C)Cc1cc(=O)oc2cc(C)cc(C)c12	55%[activator]	-13
CN1CCN(c2ccc3c(c2)OC[C@@H](Cc2ccccc2)NS3(=O)=O)CC1	4%	-15
C=Cc1ccc(Cn2c(C)c(C(=O)NCc3ccccc3C(F)(F)F)sc2=O)cc1	-15%	-31
Oc1ccccc1C=NN=Cc1ccccc1Cl	6%	38
O=[N+]([O-])c1ccc(S(=O)(=O)NN=CCCc2ccccc2)cc1	-7%	-3
CN(c1ccccc1)P(=O)(N1CC1)N1CC1	18%	-2
O=C(O)C1=C(C(=O)O)C2C=CC1C2	4%	7
COC[C@H]1CCCN1c1ccc2c(c1)O[C@H](COCc1ccccc1)CN([C@H](C)c1ccccc1)S2(=O)=O	-4%	-24
Cc1cc(Cl)ccc1OCC(=O)NNC(=O)c1cccs1	103%[activator]	-6
CC(C)(C)c1ccc(C(=O)NCc2nnc(SCC(=O)N3CCCC3)o2)cc1	67%[activator]	8
O=S(=O)(c1ccccc1)C1CC1(c1ccccc1)c1ccccc1 (stereo not given)	5%	-6
CC(/C=C/c1ccc2c(c1)OCO2)=N/NC(=O)CNc1ccc(C)cc1	14%	-39
Cc1ccc(-n2nc(C(=O)c3ccccc3)n3c(=O)c(Cc4ccccc4)nnc23)cc1	-7%	-8
O=C(O)c1ccccc1C(=O)N(c1ccccc1)c1ccccc1	0%	9
COc1ccc([C@H]2C[C@@H](n3cc(C4CC4)nn3)[C@H](O)CN2C(=O)c2cccs2)cc1	1%	6
COc1ccc(NC(=O)c2cc(C3CCCCN3C(=O)c3cc(F)ccc3C)on2)c(C)c1 (stereo not given)	0%	-11
CCCCOC1OCN(C2CCCCC2)CC1(C)C (stereo not given)	0%	-22
COc1ccc(C(=O)Nc2c(F)c(F)c(F)c(F)c2F)cc1OC	2%	17
Cc1ccc(N2C(=O)c3ccccc3C2(O)c2ccccc2)cc1 (stereo not given)	10%	12
O=S(=O)(c1ccccc1)N1CCc2ccccc21	-4%	52
